a7 integrin act = integrin-mediated muscular dystrophy alleviation activation. Potency, µM (highest dose often 38.3 µM), inactives show at the highest dose activation, actives largely listed as activators. AID 624291. alpha7betagal myoblasts, beta-gal FDG fluorescence, 48 h. 0.064% of 350,000 active;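 also: potency is read from the fitted curve at half-maximal effect; 100% = response of the positive control SU9516; nearly all actives have a fitted effect of over 60% in size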
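Alpha7betagal+/- myoblasts (passage 13) were plated 16-24 hr, then exposed to compounds (1:260 dilution of DMSO stock) for 48 hours at 37C. After MPER lysis, β-galactosidase reporter activity was read as FDG fluorescence (ex 480/em 540) after 30 minutes.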
Tb PFK inh = blocks T. brucei phosphofructokinase; T. brucei PFK, ADP-Glo luminescence; Potency, µM (highest dose often 57.5 µM), for the others: at the top dose activity, negative = inhibition, most hits filed as inhibitors; 0.17% of 330,000 active;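 also: potency is read from the fitted curve at half-maximal effect; 0% = uninhibited 1x PFK enzyme wells and -100% = no-enzyme wells; nearly all actives have a fitted effect of over 60% in size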
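1.25 nM PFK with 0.5 mM F6P and 0.1 mM ATP in 0.1 M TEA pH 8.0, 5 mM MgCl2, incubated 45 min at room temperature; ADP measured by ADP-Glo luminescence; compounds titrated up to 57 uM.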
BCR signal inh = blocks chronic active B-cell receptor signaling; 0.05% of 340,000 active; ABC-DLBCL IkBa-CBG/CBR reporter, luminescence ratio, 4 h; Potency, µM (highest dose often 46.1 µM), for the others: at the top dose ratio change, negative = lower green/red ratio, most hits filed as inhibitors; AID 493014; active = well fitted inhibition curve with a large enough effect in the signal ratio, with a control signal flat, not every such curve was filed as active; inconclusive = small, poorly fitted or top-dose-only effect, or effect the other way, or a change in a side signal; the % refers to the signal ratio;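 also: potency is read from the fitted curve at half-maximal effect; plate controls were basal doxycycline-induced cells for no effect and cells given 10 µM MG132 for full effect; MG132 reads +100%, hits lower the ratio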
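Compounds up to 46 uM were incubated four hours with TMD8 cells whose green CBG68 luciferase is fused to IkappaBalpha; red CBR luminescence normalised the signal, and concentration-effect curves were fitted to fusion, red and ratio data.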
TSG101-PTAP inh = blocks PTAP/TSG101 interaction to inhibit HIV-1 budding; Fluorescence polarization, FITC-PTAP peptide / Tsg101 binding; AID 493005; 340,000 tested, under 10 active; Potency, µM (titrated, usually from 115 µM), inactives show top-dose activity change, negative = inhibition, hits mostly inhibitors; active = well fitted inhibition curve with a large enough effect in the main read-out, with a control signal flat, not every such curve was filed as active; inconclusive = small, poorly fitted or top-dose-only effect, or effect the other way, or a change in a side signal; inactive = no such curve, though single readings can be large or run the other way; also: potency is read from the fitted curve at half-maximal effect; % of control where 0% means no effect
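Fluorescence anisotropy tracks displacement of a FITC-tagged PTAP peptide (50 nM) from the Tsg101 binding domain (10 uM), following a 20 min room-temperature incubation at pH 7.5.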
GALK inh = blocks human galactokinase activity. 0.007% of 270,000 active. Purified GALK, Kinase-Glo residual ATP luminescence. P51570. Potency, µM (top dose mostly 57.5 µM), for the others: top-dose activity change, negative = inhibition, usual class: inhibitors; also: potency is read from the fitted curve at half-maximal effect; % is scaled to controls: 0 for no effect and ±100 for the full control effect
Target sequence (P51570 whole entry, looked up): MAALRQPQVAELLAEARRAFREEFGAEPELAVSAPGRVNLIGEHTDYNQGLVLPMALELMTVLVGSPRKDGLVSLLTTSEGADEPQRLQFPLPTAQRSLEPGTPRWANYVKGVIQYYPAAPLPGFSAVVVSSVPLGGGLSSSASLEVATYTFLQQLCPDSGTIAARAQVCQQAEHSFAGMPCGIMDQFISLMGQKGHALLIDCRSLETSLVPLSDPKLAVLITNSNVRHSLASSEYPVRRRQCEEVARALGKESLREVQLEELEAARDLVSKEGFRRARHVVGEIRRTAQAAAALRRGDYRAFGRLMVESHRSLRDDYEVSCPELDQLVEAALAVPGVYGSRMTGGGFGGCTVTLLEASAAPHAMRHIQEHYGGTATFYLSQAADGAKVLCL
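Quantitative HTS: GALK 5 nM, ATP 35 uM, galactose 100 uM, 1 h room temperature, then luciferase-based ATP detection.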
S-ASM inh = inhibitors of human secretory acid sphingomyelinase | Potency, µM (series often up to 57.5 µM), inactives show at the top dose activity change, negative = inhibition, usual class: inhibitors | AID 504937 | placental ASM, HMU-PC fluorogenic substrate, 60 min | 0.006% of 340,000 active | P17405; also: potency is read from the fitted curve at half-maximal effect
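Fluorescence read-out (Ex 386 nm, Em 447 nm) after stopping the reaction at pH 10. Enzyme: ASM from human placenta; substrate HMU-PC0, 9 uM final; 60 min, 37 °C. Compound preincubation 10 min, ambient temperature.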
B2AR arrestin = recruits beta-arrestin to the human beta2-adrenergic receptor; P07550; beta-arrestin recruitment to beta2AR, cell-based reporter; Potency, µM (series often up to 46.1 µM), for inactives: at the top dose activation, most hits filed as activators; 0.02% of 330,000 active;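 also: potency is read from the fitted curve at half-maximal effect; 0% = DMSO controls and full agonism = EC100 isoproterenol or metaproterenol; nearly all actives have a fitted effect of over 65% in size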
Menin-MLL TR inh = displaces Texas Red mutant MLL peptide from human menin | O00255 | Menin + Texas Red MLL mutant peptide, fluorescence polarization | Potency, µM (doses to about 61.6 µM), for the others: top-dose FP activity change, negative = inhibition, hits mostly inhibitors | 0.23% of 270,000 active; active = well fitted inhibition curve with a large enough effect in the polarisation, with a control signal flat, not every such curve was filed as active; inconclusive = small, poorly fitted or top-dose-only effect, or effect the other way, or a change in a side signal; inactive = no such curve, though single readings can be large or run the other way; the % refers to the polarisation; also: potency is read from the fitted curve at half-maximal effect; % of control where 0% means no effect; many of its hits are not listed in these tables
Target sequence (O00255 whole entry, looked up): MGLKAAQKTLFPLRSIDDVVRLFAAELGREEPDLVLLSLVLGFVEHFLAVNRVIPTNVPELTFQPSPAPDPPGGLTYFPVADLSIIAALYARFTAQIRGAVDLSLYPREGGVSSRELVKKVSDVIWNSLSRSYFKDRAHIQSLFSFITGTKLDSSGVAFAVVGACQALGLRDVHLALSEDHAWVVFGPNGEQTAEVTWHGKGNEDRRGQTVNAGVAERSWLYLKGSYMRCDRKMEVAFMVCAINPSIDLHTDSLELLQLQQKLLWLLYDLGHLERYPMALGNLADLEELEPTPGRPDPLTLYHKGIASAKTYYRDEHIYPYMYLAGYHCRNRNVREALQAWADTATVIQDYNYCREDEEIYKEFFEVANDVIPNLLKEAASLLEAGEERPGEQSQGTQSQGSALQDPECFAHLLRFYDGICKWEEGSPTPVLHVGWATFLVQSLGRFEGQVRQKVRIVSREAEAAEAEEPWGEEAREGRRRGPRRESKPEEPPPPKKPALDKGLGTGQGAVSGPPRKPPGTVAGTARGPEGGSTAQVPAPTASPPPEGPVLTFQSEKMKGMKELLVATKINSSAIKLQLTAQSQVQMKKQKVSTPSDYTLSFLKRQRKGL
PKM2 activator = activators of human pyruvate kinase M2; purified PKM2, Kinase-Glo ATP luminescence, activation; response scale: 0% is enzyme alone, no compound; Potency, µM (doses to about 57.5 µM), for the others: top-dose activation, actives largely listed as activators; 0.34% of 260,000 active; also: potency is read from the fitted curve at half-maximal effect; % is scaled to controls: 0 for no effect and ±100 for the full control effect; nearly all actives have a fitted effect of over 55% in size
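ATP formation by purified human PK-M2, quantified via coupled luciferase luminescence after 1 h at room temperature with 0.1 mM ADP and 0.5 mM PEP final.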
Giardia killer = kills Giardia lamblia. Giardia lamblia trophozoite viability. 0.15% of 340,000 active. activity change, % at 7.66 µM, hits read low; in the data active = activity change below about -80%; inconclusive = between about -30% and that limit;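 also: parasites exposed to compound for two days anaerobically before the ATP read; % is scaled to controls: 0 for no effect and ±100 for the full control effect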
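Trophozoites 100 cells/well + cpd; 48 hrs, 37 deg C, anaerobic. ATPLite 1-Step added, 15-30 min RT, luminescence read (ATP-based viability).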
Coupling enz = inhibits coupling enzyme system, counter-screen for aldolase hits | AID 2472 | 0.67% of 290,000 active | coupling enzyme system counterscreen, AmpLite Red fluorescence | activity change, negative = inhibition, % at 58.2 µM, hits read low; in the data active = activity change below about -30%; also: % is scaled to controls: 0 for no effect and ±100 for the full control effect
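Final compound at 57.5 uM, incubated 10 min at RT with coupling enzyme reagent (glyceraldehyde-3-phosphate), then 20 min with substrate and AmpLite Red detection. Fluorescence read at 525/598 nm; tests interference with the coupling assay, not aldolase inhibition.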
* marks the source's active call; other numbers are inactive results; ? = inconclusive; nt = not tested or not shown; & = joins results of further samples; [ ] = remark or other dose. Unless noted, calls follow the shape of the dose curve; as a rule, active = well fitted curve in the direction sought with a large enough effect; inconclusive = small, poorly fitted or top-dose-only effect, or another doubt; inactive = no such curve, though single readings can be large; an effect the other way counts as inactive or inconclusive. These rows are one share of the data. The share of hits here may be higher or lower than overall.

Compound | GALK inh | Giardia killer | S-ASM inh | a7 integrin act | B2AR arrestin | Menin-MLL TR inh | PKM2 activator | Coupling enz | TSG101-PTAP inh | BCR signal inh | Tb PFK inh
CCOC(=O)C1CCN(Cc2ccc(Cl)c(Cl)c2)CC1 | -2% | 0 | 2% | 0% | 0.2% | -10% | -5% | 1 | -4% | ? | -8%
O=C(Cn1c(=O)[nH]c2ccsc2c1=O)NC1CCCCCC1 | -4% | 6 | 2% | 15% | -0.4% | -6% | 0% | 1 | -7% | 7% | 1%
CC(=O)NS(=O)(=O)c1ccc(NC(=O)/C=C/c2cn(-c3ccccc3)nc2-c2ccccc2)cc1 | -5% | 2 | -5% | 18% | -0.4% | ? | -5% | 2 | -4% | 5% | 2%
CS(=O)(=O)N(CC(=O)N1CCCC1)c1ccc(Cl)cc1Cl | 5% | 4 | -4% | 0% | 0.0% | 3% | nt | 1 | -2% | -1% | 0%
COc1ccc(CCC(=O)NCC(=O)OCc2ccccc2)cc1 | -1% | 4 | 0% | ? | 0.4% | -16% | nt | 2 | -4% | 0% | -1%
COc1ccc(C(CC(=O)N2CCCCC2)c2c(O)cc(OC)cc2OC)cc1 (stereo not drawn) | 6% | -4&14 | -2% | -17% | 0.1% | ? | -14% | 1&1 | nt | 0% | -1%
COc1cc(C2CC(=O)N3CN(Cc4ccco4)CSC3=C2C#N)ccc1OCc1ccccc1 (stereo not drawn) | 3% | -5 | -3% | -25% | -0.7% | 7%[11.7 µM] | 3% | -10 | -6% | ? | -5%
CC(c1ccccn1)N(C)C(=O)c1ccc2nc(Cc3cccc(Cl)c3)oc2c1 (stereo not drawn) | -5% | 19 | -4% | 0% | -0.1% | ? | -2% | 1 | -7% | 0% | 1%
Cc1ccc(CSCc2ccc(C(=O)NCCCN3CCOCC3)o2)cc1 | -2% | 12 | -3% | 5% | -0.3% | -11% | 8% | 2 | -2% | -5% | -6%
CC(=O)Oc1ccc(N(C(C)=O)S(=O)(=O)c2ccc(C)c([N+](=O)[O-])c2)cc1 | 1% | 6 | 4% | 41% | -0.1% | 7% | 8% | 7 | 0% | -5% | 5%
O=C(CNC(=O)c1ccccc1F)OCCOc1cccc(Cl)c1 | nt | -21 | 0% | -16% | -0.4% | nt | nt | nt | 0% | 2% | 3%
O=C(NCC1CCCO1)c1cccc(S(=O)(=O)N(Cc2ccccc2)c2ccccc2)c1 (stereo not drawn) | nt | 0 | -2% | 15% | -0.2% | nt | nt | nt | -1% | 9% | -4%
CCOC(=O)c1c(C)oc(C)c(C(=O)OCC)c1=O | 4% | 4 | 5% | 0% | -0.7% | 23% | 0% | -3 | -3% | 6% | -9%
Cc1cc(=O)oc2cc(OCC(=O)Nc3c(Cl)cccc3C(F)(F)F)ccc12 | -3% | 6 | -3% | 2% | -0.6% | nt | -4% | nt | -4% | ? | 0%
COc1ccc(C(NC(=O)C(C)C)c2ccc3cccnc3c2O)cc1 (stereo not drawn) | 2% | 20 | 3% | -53%[inhibitor] | ? | nt | 0% | 1 | -4% | ? | -1%
Cn1c(NCCN2CCCCC2)cc(=O)n(C)c1=O | 3% | -4 | -1% | -8% | 0.0% | 2% | -2% | 1 | 0% | 10% | 15%
O=C(NNC(=O)c1cc(-c2ccccc2)n(-c2ccccc2)n1)c1cccc([N+](=O)[O-])c1 | -2% | 19 | -8% | 11% | -0.7% | 0% | -6% | 6 | -1% | 19% | 0%
Cc1ccc(N(CC(O)CN2CCCCC2)S(=O)(=O)c2ccc(C)cc2)cc1 (stereo not drawn) | 13% | -5 | -3% | -7% | 0.2% | -18% | nt | 4 | -4% | -13% | 0%
COCC(=O)Nc1nc(-c2ccccc2)c(C)s1 | -2% | -5 | 3% | 10% | 0.3% | -3% | 0% | 0 | -6% | 8% | -8%
CC1=NN(C(=O)c2ccco2)C(O)(c2ccccc2)C1 (stereo not drawn) | -1% | -14 | -5% | -25% | -0.4% | nt | 2% | 2 | -1% | ? | 2%

Compound | GALK inh | Giardia killer | S-ASM inh | a7 integrin act | B2AR arrestin | Menin-MLL TR inh | PKM2 activator | Coupling enz | TSG101-PTAP inh | BCR signal inh | Tb PFK inh
CCOn1c(=O)c(-c2cccc(Br)c2)[n+]([O-])c2ccccc21 | 1% | -12 | 17% | -21% | -1.1% | -11% | 8% | 0 | -3% | 5% | -3%
O=C(CN(Cc1cccs1)C(=O)CNS(=O)(=O)c1ccccc1)NCc1ccco1 | 3% | -6 | 1% | -11% | -0.2% | 7% | -5% | 1 | -1% | 0% | 0%
Cc1ccc(S(=O)(=O)/N=C2/NC(=O)/C(=C/c3cc([N+](=O)[O-])ccc3O)S2)cc1 | -17% | 9 | 0% | ? | -0.8% | nt | nt | 17 | 28% | 3% | ?
Cc1ccc(N=C2NC(=O)/C(=C/c3cccnc3)S2)cc1C | 3% | 3 | -10% | -13% | -0.4% | nt | 0% | 3 | -2% | 5% | -2%
CCC(=O)Nc1nnc(-c2cccs2)s1 | 10% | -13 | 8% | 0% | 0.2% | 1% | -11% | 2 | -7% | 0% | 1%
CCOc1ccc(CSC(=N)N)cc1 | nt | 0 | 5% | -31% | -0.2% | -12% | -1% | 4 | -3% | -9% | -9%
CCCN=Cc1c(CCC)[nH]n(-c2nc3ccccc3s2)c1=O | -4% | 30 | 2% | 15% | 4.1% | -22% | -7% | -1 | -3% | ? | 1%
O=C1CCN(S(=O)(=O)c2cc(C(F)(F)F)ccc2Cl)CC1 | nt | 5 | 0% | 14% | -0.2% | nt | nt | nt | 3% | ? | -3%
Cn1c(SCC(=O)NC2CCCC2)nnc1-c1ccc(S(=O)(=O)N2CCOCC2)cc1 | -3% | -9 | 1% | 16% | -0.2% | 1% | -1% | 1 | -3% | 2% | -2%
CCc1cccc(Nc2c([N+](=O)[O-])cc(C(=O)N3CC(=O)Nc4ccccc43)cc2[N+](=O)[O-])c1 | 1% | 7 | ? | 5% | -0.2% | -1% | 1% | -6 | 0% | -5% | 2%
N#Cc1sc2nc(N3CCCCC3)c3c(c2c1N)CCCC3 | -5% | 20 | 59%[activator] | -61%[inhibitor] | -0.5% | 12% | 0% | 0 | -1% | ? | -2%
CCOC(=O)C(C)C(C)=O (stereo not drawn) | nt | 7 | 0% | nt | 0.0% | nt | nt | nt | nt | 5% | -7%
CCCCCNC(=O)C1CC(=O)OC12CCCCC2 (stereo not drawn) | -3% | -12 | 2% | 6% | 0.0% | 5% | 0% | -2 | -1% | 0% | 1%
O=C(OCC(=O)c1ccccc1)C1=NN(c2ccccc2)C(=O)CC1 | nt | -9 | -1% | -3% | 0.3% | nt | nt | nt | -4% | 1% | 2%
COc1ccc(N(CC(=O)NCc2ccccc2)S(C)(=O)=O)cc1 | 2% | -2 | 6% | -11% | -0.2% | 1% | -16% | -1 | -3% | 0% | 0%
CCn1ccc(C(=O)Nc2ccc(N(C)C(C)=O)cc2)n1 | -1% | 10 | 1% | 26% | 0.2% | -6% | -7% | 1 | -2% | 0% | -1%
CNc1nc(N)c(C(=O)C(C)(C)C)s1 | 1% | 2 | 5% | -6% | -0.1% | -10% | -15% | -1 | -8% | -22% | -5%
CCN(C(=O)CSc1nnc(-c2ccc(OC)cc2)n1C(C)C)C1CCS(=O)(=O)C1 (stereo not drawn) | nt | -12 | 0% | -22% | -0.5% | nt | nt | nt | -3% | -1% | -8%
Cc1ccc(-c2noc(CN3C(C)CCCC3C)n2)cc1 (stereo not drawn) | -1% | 16 | -3% | 14% | -0.4% | -11% | -16% | -3 | 0% | -2% | -4%

Single records, as listed above. Screens in order: GALK inh | Giardia killer | S-ASM inh | a7 integrin act | B2AR arrestin | Menin-MLL TR inh | PKM2 activator | Coupling enz | TSG101-PTAP inh | BCR signal inh | Tb PFK inh
Record of O=C(CN(Cc1cccs1)C(=O)CNS(=O)(=O)c1ccccc1)NCc1ccco1 = 3% | -6 | 1% | -11% | -0.2% | 7% | -5% | 1 | -1% | 0% | 0%
Record of CCOC(=O)C(C)C(C)=O (stereo not drawn) = nt | 7 | 0% | nt | 0.0% | nt | nt | nt | nt | 5% | -7%
Record of N#Cc1sc2nc(N3CCCCC3)c3c(c2c1N)CCCC3 = -5% | 20 | 59%[activator] | -61%[inhibitor] | -0.5% | 12% | 0% | 0 | -1% | ? | -2%

Compound activity: PubChem, National Center for Advancing Translational Sciences (NCATS)
